# HTR5A ag ctr: activates human HTR5A in OPRM1-OPRD1 agonist counter-screen; HTR5A agonist assay, luminescence, cell-based; 0.61% of 340,000 active; AID 504692; activation, % at 9.3 µM; in the data active = activation mostly above about 9.5%, no sharp cut-off; inactive = mostly below about 7.6%;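 note: 0% = cells with vehicle only and 100% = reference agonist; strong numbers were not always called active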
# SR-BI HDL uptake: mouse SR-BI HDL lipid transfer inhibition; AID 488896; 0.96% of 320,000 active; inhibition, % at 12.5 µM; Q61009; ldlA[mSR-BI] CHO cells, DiI-HDL uptake fluorescence, 3 h;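 active = mean replicate inhibition of at least 70% and a set share of replicates each scoring 70 or more; inconclusive = meets just one of the two criteria; inactive = fails both criteria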;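 note: 0% = median of neutral control wells and 100% = median of positive control wells; values of inactives mirror those of a sister screen read the other way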
# PvdQ acylase: blocks Pseudomonas aeruginosa PvdQ acylase activity; purified PvdQ acylase, fluorescence plate reader; inhibition, % at 10 µM; 0.063% of 340,000 active; in the data active = inhibition above about 30%, passing the limit was not always enough; inconclusive = no clear call, values can overlap the other calls;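 note: 0% = vehicle neutral wells and 100% = reference inhibitor wells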
# MITF TRPM1 HTS: activators of MITF-driven TRPM1 promoter activity in SK-MEL-5 cells | SK-MEL-5 TRPM1-promoter luciferase, 24 h; % of positive control, neutral wells = 0 | activation, % at 12.5 µM | 0.75% of 300,000 active | AID 588334;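 active = mean activation of at least 80% with every replicate also reaching 80%; inconclusive = mean reaches 80% but some replicate falls short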;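 note: 0% = neutral control wells and 100% = parthenolide positive control wells; values of inactives mirror those of a sister screen read the other way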
# SR-BI uptake up: activators of SR-BI mediated HDL lipid uptake; CHO ldlA[mSR-BI] cells, DiI-HDL uptake fluorescence, 3 h; 100 = double the neutral-control signal; activation, % at 12.5 µM; 0.096% of 320,000 active;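 active = mean replicate activation of at least 60% and every replicate at or above 60%; inconclusive = mean or all-replicate condition met, but not both; inactive = mean below 60% and not all replicates reaching 60%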;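 note: 0% = median plate neutral-control signal and 100% = twice that signal; values of inactives mirror those of a sister screen read the other way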
#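 System: LDL receptor-deficient CHO ldlA cells overexpressing murine SR-BI | Timing: 3 h uptake period with compound, 37 °C | Medium: HEPES-buffered (25 mM, pH 7.4) F12 plus 0.5% BSA | Dosing: Single-point compound dose | Signal: Bottom-read fluorescence, 550/595 nm | Read-out: Retained DiI signal reflecting DiI-HDL uptake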
# CDK5 inh: CDK5/p35 (human) kinase inhibition. Q00535+Q15078. Recombinant CDK5/p35, ADP-Glo luminescence, 60 min. inhibition, % at 10 µM. 0.01% of 330,000 active;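 active = highest replicate inhibition of at least 50% and at least 75% of replicates reaching 50%; inconclusive = only one of the two criteria met; inactive = both criteria failed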;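 note: plate controls were DMSO neutral control for no effect and GW8510 at 10 µM for full effect; many of its hits are not listed in these tables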
# Target sequence (Q00535 whole entry, looked up): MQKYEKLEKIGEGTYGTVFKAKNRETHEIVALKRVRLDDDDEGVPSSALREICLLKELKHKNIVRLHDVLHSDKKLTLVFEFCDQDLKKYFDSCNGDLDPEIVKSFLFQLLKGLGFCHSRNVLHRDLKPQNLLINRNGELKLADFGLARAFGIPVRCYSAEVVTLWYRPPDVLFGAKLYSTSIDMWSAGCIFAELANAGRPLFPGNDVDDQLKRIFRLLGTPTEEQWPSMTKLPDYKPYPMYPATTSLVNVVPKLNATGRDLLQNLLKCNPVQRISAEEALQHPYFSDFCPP
# Target sequence (Q15078 whole entry, looked up): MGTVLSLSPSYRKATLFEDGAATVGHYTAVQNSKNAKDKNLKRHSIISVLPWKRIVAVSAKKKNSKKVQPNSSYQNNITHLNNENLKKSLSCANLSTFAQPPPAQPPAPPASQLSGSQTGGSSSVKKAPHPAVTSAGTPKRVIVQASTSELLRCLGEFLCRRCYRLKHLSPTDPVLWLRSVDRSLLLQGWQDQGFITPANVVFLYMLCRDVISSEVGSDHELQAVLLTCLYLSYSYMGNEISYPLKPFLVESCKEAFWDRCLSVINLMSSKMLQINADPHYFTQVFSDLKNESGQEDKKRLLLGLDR
# Rtt109 HAT inh: inhibitors of Candida albicans Rtt109/Vps75 histone acetyltransferase | Q5AAJ8 | purified Rtt109/Vps75, ThioGlo CoA-SH fluorescence, 4 h | inhibition, % at 34.9 µM | 0.16% of 330,000 active;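 active = inhibition of at least 50% in every replicate; inconclusive = best replicate reaches 50% inhibition but some replicates fall short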
# Wnt bcat act: Wnt/beta-catenin pathway activation. AID 743398. activation, % at 9.35 µM. Wnt/beta-catenin reporter cell assay, activator, plate reader. 1.2% of 300,000 active; in the data active = activation above about 30%, passing the limit was not always enough; inconclusive = no clear call, values can overlap the other calls;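 note: 0% = neutral control wells and 100% = positive control wells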
# RTF Ca sens act: cardiac RTF calcium sensitization; activation, % at 7.2 µM; 0.24% of 340,000 active; P19429+P45379; IANBD-labeled TnC RTF fluorescence at EC20 calcium; 0% EC20 calcium, 100% full calcium;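 active = activation above the mean over all tested compounds plus 3 SD, cut at about 30% in these data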;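 note: rise in fluorescence read as greater calcium sensitivity of cardiac thin filaments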
# dFosB act: enhances mouse delta FosB homodimer DNA binding; P13346; purified delta FosB, TAMRA-CDK5 oligo fluorescence polarization; percent of positive-control signal above neutral wells; activation, % at 25 µM; 0.99% of 340,000 active; AID 493131;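 active = mean activation above about 17%, with every replicate also reaching it, limit read from the data, passing the limit was not always enough; inconclusive = only one of the two conditions met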;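 note: fluorescence polarization rise as delta FosB binds a TAMRA Cdk5 AP-1 oligo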
# Target sequence (P13346 whole entry, looked up): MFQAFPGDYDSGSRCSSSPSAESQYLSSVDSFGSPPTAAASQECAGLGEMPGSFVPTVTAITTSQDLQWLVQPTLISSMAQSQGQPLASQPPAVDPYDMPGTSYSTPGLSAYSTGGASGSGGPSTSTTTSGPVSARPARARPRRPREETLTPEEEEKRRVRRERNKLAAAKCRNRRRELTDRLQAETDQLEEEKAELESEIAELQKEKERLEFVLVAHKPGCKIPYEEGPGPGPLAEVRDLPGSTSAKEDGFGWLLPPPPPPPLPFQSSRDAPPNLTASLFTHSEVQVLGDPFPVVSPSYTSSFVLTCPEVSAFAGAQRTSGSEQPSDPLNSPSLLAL
# Numbers without * were called inactive; ? = inconclusive; · = no result given.
SMILES,HTR5A ag ctr,SR-BI HDL uptake,PvdQ acylase,MITF TRPM1 HTS,SR-BI uptake up,CDK5 inh,Rtt109 HAT inh,Wnt bcat act,RTF Ca sens act,dFosB act
Cc1ccnc(NS(=O)(=O)c2ccccc2)n1,6.3,-14.2,12.1,-5.7,14.2,-0.8,1.7,0.1,-1.2,1.4
COc1ccc(NC(C)=O)cc1S(=O)(=O)NC1CCSc2ccccc21 (stereo not drawn),-2.1,·,-8.1,-6.1,·,0.1,3.4,4.0,3.7,0.3
CCOC(=O)c1csc(N/N=C2\CCCc3ccccc32)n1,8.5,64.2,-8.8,·,-64.2,-0.4,4.2,2.0,0.7,-4.1
CCCOc1ccc(C(=O)CCNC(Cc2c[nH]c3ccccc23)C(=O)O)cc1 (stereo not drawn),-2.8,-21.3,1.3,6.4,21.3,0.3,·,·,4.4,-2.0
COc1ccc(C(NC(=O)/C=C/c2ccco2)c2ccc(OC)cc2)cc1,-2.8,-14.3,-4.3,0.3,14.4,0.0,-10.8,·,-0.9,-7.9
CN1C(C(=O)NCc2ccco2)=CC(c2ccc(F)cc2)=NS1(=O)=O,-1.9,-14.0,9.1,-3.0,14.0,0.6,10.0,-0.5,-2.0,-3.9
O=C(O)CC/C(=N\NC(=O)CNC(=O)c1ccc(F)cc1)c1ccccc1,3.6,·,-6.7,14.1,·,-0.1,-3.6,0.5,-2.9,-2.6
O=C(c1ccc2nc(N3CCOCC3)sc2c1)N1CCCC1,-0.2,10.1,-15.1,-1.0,-10.1,0.0,-3.2,-5.3,0.4,-2.1
CCOc1ccc(S(=O)(=O)N2CCN=C2Cc2ccccc2)cc1C,4.4,8.8,-4.8,-0.2,-8.8,-1.8,-1.1,1.3,-1.7,-16.8
O=C(NCc1ccc(F)cc1)C(Cc1ccccc1)NS(=O)(=O)c1cccs1 (stereo not drawn),-7.6,1.0,1.0,4.8,-1.0,0.5,3.3,·,3.3,-5.0
COC(=O)CSc1nnc(-c2ccccc2O)n1-c1ccc(C)cc1,-3.3,15.2,-14.9,·,-15.2,0.1,-7.2,-4.9,1.1,-15.2
CC(=O)N(c1ccccc1)c1nnc(-c2cnc(C)cn2)s1,-1.0,-1.8,-10.8,97.7*,1.8,-1.0,-19.6,6.8,-2.8,-13.8
O=C1CC(N2CCC(Cc3ccccc3)CC2)C(=O)N1CCc1ccccc1 (stereo not drawn),5.4,-7.8,6.4,-4.5,7.8,-0.9,·,-1.3,-4.3,-12.0
C=CCn1c(SCC(=O)NC2CCS(=O)(=O)C2)nnc1-c1ccncc1 (stereo not drawn),-2.5,-13.7,-10.6,-4.1,13.7,-1.0,-4.4,-0.3,0.1,-4.7
O=CNc1ccc(OC(=O)c2cncc(Br)c2)cc1,2.9,·,-8.5,-0.5,·,-1.3,-0.9,-2.4,-1.8,-3.5
Cc1c(CCC(=O)O)c(=O)n2c([nH]c3ccccc32)c1C#N,0.8,-12.8,-4.9,2.3,12.8,0.6,?,-5.3,0.0,-1.9
CC(=O)N1C(=O)C(=C2C=C(C)OC(C)=C2)c2ccccc21,3.8,-0.7,-3.1,-4.3,0.7,1.7,-5.6,·,66.1*,-1.2
CC1(C)Cc2c(c(N3CCOCC3)nc3sc(C(=O)N4CCCCC4)c(N)c23)CO1,-1.5,-5.9,-5.8,·,5.9,-2.1,12.2,-0.8,8.0,-10.0
Cc1ccc(Cn2ccc(NC(=O)c3cc(-c4cccs4)on3)n2)cc1,1.1,-11.0,-5.8,18.6,11.0,-0.7,-1.7,-1.7,-6.3,5.6
O=C(N/N=C/c1ccc(Br)s1)c1ccncc1,4.7,-14.0,2.2,-7.5,14.0,-4.3,-2.7,-2.0,0.5,-3.0
COc1cc(C(=O)NCC2CCCO2)ccc1OCc1ccc(Cl)cc1Cl (stereo not drawn),1.2,78.8*,-13.8,8.6,-78.8,0.1,2.2,-4.9,-0.9,-23.2
CCN1CN(Cc2ccccc2)CNC1=S,1.5,-16.2,-4.3,3.0,16.3,-0.7,4.7,·,4.4,-3.6
CCOC(=O)Cn1c(=NC(=O)C(C)(C)C)sc2cc([N+](=O)[O-])ccc21,0.7,54.5,-6.1,5.5,-54.5,-0.6,2.6,-0.5,3.7,-3.0
CC(=O)N1CCc2cc(S(=O)(=O)CCC(=O)N3CCN(c4cc(C)ccc4C)CC3)ccc21,3.5,-11.5,3.1,-7.3,11.5,2.4,6.5,-1.1,-2.7,-13.0
COc1ccccc1CC(=O)NC1CCC(C)CC1 (stereo not drawn),-3.9,-22.5,8.4,8.4,22.5,2.5,-1.4,·,-0.5,-5.5
CCN(CC)C(=O)Cn1cc(C(=O)C(=O)NCCCN2CCCCC2)c2ccccc21,-0.8,-22.6,-4.2,1.2,22.6,2.1,5.3,4.2,-3.9,-8.1
CN(Cc1cnccn1)C(=O)C1CCC(=O)N(CCc2ccccc2)C1 (stereo not drawn),3.6,-15.8,-13.7,2.8,15.8,-1.7,1.1,-2.0,-5.5,0.4
COC(=O)c1ccccc1NC(=O)c1cc2n(n1)C(C(F)F)CC(C(F)F)N2 (stereo not drawn),2.4,15.0,-1.0,·,-15.0,0.3,1.7,·,-4.9,-3.3
N#C/C(=C\c1ccc(Br)s1)C(=O)N1CCN(c2ccccc2)CC1,-0.3,-19.2,7.6,4.5,19.2,-1.6,-3.7,-1.9,-0.8,-5.8
Cc1ccc(C)c(-n2c(SCC(=O)Nc3nonc3C)nnc2-c2ccoc2C)c1,3.0,3.6,-3.1,-11.1,-3.6,1.3,-3.3,-2.5,-2.0,-6.7
CC(C)n1c(O)c(/C=C2\C=Nc3ccccc32)sc1=Nc1ccccc1,2.2,65.6,1.9,11.3,-65.6,3.1,·,·,5.0,-1.9
CN(C)c1ccc(NC(=O)CSc2nc(N)c(C(=O)Nc3ccc(N(C)C)cc3)s2)cc1,2.7,28.9,4.7,6.6,-28.9,0.6,-4.5,16.5,-5.4,-3.5
COC(=O)C1=C(C)C(c2ccc(OC)cc2)NC(=S)N1 (stereo not drawn),2.0,31.2,-4.2,·,-31.2,0.4,-4.9,3.9,10.4,-5.3
C=CCn1c(SC(C)C(=O)NC2(C#N)CCCCC2)nnc1-c1ccc(OC)cc1 (stereo not drawn),1.9,-33.0,-4.5,·,33.0,-1.7,-3.9,2.6,-5.5,-2.0
Cc1ccc2nc(SCc3nc4ccccc4c(=O)[nH]3)[nH]c2c1,3.2,26.8,12.0,34.8,-26.8,1.3,-3.2,10.7,-4.4,10.2
COCCCNC(=O)c1ccccc1N(Cc1ccccc1)S(=O)(=O)c1ccccc1,3.0,-19.7,-14.8,-0.3,19.7,0.3,0.4,-1.5,3.1,-7.4
CCN(CC)c1ccc2cc(C(N)=O)c(=O)oc2c1,5.0,6.1,6.8,28.1,-6.1,6.8,-16.0,15.8,14.7,0.1
COc1ccc(C(=O)NCc2ccccc2OC)cc1,3.6,4.7,-11.7,1.2,-4.7,-1.2,-4.7,4.1,2.7,-0.2
COc1ccc(C(=O)NNC(=O)C2=NN(c3ccccc3)C(=O)CC2)cc1,-1.7,-5.8,-6.8,-7.0,5.8,0.5,-4.2,-1.2,0.1,0.7
COC1OC2COC(c3ccccc3)OC2C2OC12 (stereo not drawn),0.9,-25.1,-8.3,1.8,25.1,-0.2,-2.6,-1.0,0.2,-5.4
CC1CC(=O)N(CC(=O)NC2CCCCC2)c2ccccc2S1 (stereo not drawn),0.3,6.1,-7.4,1.2,-6.1,0.0,2.8,1.0,-5.5,-11.4
CCn1nc(C(=O)Nc2cccc3ccccc23)c(Cl)c1Cl,-3.9,29.0,-7.4,-21.9,-29.0,0.3,1.8,5.2,-1.9,-1.9
CCCCN(CC)S(=O)(=O)c1ccccc1,-3.5,22.1,1.3,·,-22.1,-1.1,·,1.8,-4.8,2.9
CCOc1ccccc1NC(=O)c1ccoc1C,1.1,48.4,6.1,5.6,-48.4,2.1,-25.1,0.9,3.9,0.6
O=C(CN1CCCCCC1)Nc1ccc(Br)cc1[N+](=O)[O-],1.8,-1.8,-8.5,17.2,1.8,0.7,-2.0,2.4,1.5,-5.5
CC(C)c1ccc(NC(=O)/C(C#N)=C/c2ccncc2)cc1,0.7,63.3,-18.6,-57.6,-63.3,-0.2,-2.9,1.4,2.7,-8.3
Cc1ccc(Nc2nc(-c3c(C)nc4ncccn34)cs2)cc1,-2.3,22.8,-9.0,-12.2,-22.8,-0.8,9.2,·,1.5,-6.4
CCOC(=O)CSc1nc2c(sc(=S)n2Cc2ccco2)c(=O)n1-c1ccccc1,-1.5,39.4,-2.9,-0.1,-39.4,0.2,-4.3,0.3,-3.7,-4.5
CCOc1ccc(NC(=O)c2ccc(Cl)c(NC(=O)c3ccco3)c2)cc1,6.4,-0.2,-7.9,·,0.2,-1.2,-13.5,-0.6,-4.5,0.7
O=C(COC(=O)c1cccc(Cl)c1Cl)NC1CCCC1,0.6,-19.8,-1.3,11.8,19.8,0.8,6.9,-0.3,-1.7,-3.8
CCn1c2ccccc2c2cc(NC(=O)C/C(C)=N/NC(=O)c3ccccc3N)ccc21,-0.5,67.6,-14.8,8.5,-67.6,2.3,-5.9,·,4.8,-10.1
O=C(NCc1ccco1)C(=O)NCc1ccccc1Cl,-13.6,-2.6,-8.5,18.9,2.6,-7.7,-7.9,1.6,1.1,5.3
Cc1cccc(C(=O)OCC(=O)Nc2ccc3c(c2)OCCO3)c1O,5.8,-25.1,-0.3,17.6,25.1,0.2,0.5,-0.7,-5.3,14.6
O=C(/C=C/Nc1cccc(C(F)(F)F)c1)c1ccco1,6.2,2.1,2.2,29.9,-2.1,0.9,-13.6,11.9,6.4,-3.0
CCOC(=O)c1[nH]c2ccccc2c1NC(=S)Nc1cccc(C)c1C,-4.2,36.1,5.3,·,-36.1,-1.9,-9.4,-1.1,-2.0,-5.5
O=C(CSc1ccc(F)cc1)N1CCOCC1,3.3,-12.6,-8.5,-6.0,12.5,0.9,4.5,0.2,-0.4,1.6
Cc1ccc(C(O)CCc2ccc(N)cc2)cc1 (stereo not drawn),0.8,-15.5,-2.8,7.1,15.5,-0.5,-2.5,-1.5,3.3,-7.3

# In a second layout: results already given
canonical_smiles | HTR5A ag ctr | SR-BI HDL uptake | PvdQ acylase | MITF TRPM1 HTS | SR-BI uptake up | CDK5 inh | Rtt109 HAT inh | Wnt bcat act | RTF Ca sens act | dFosB act
CCOC(=O)CSc1nc2c(sc(=S)n2Cc2ccco2)c(=O)n1-c1ccccc1 | -1.5 | 39.4 | -2.9 | -0.1 | -39.4 | 0.2 | -4.3 | 0.3 | -3.7 | -4.5
O=C(/C=C/Nc1cccc(C(F)(F)F)c1)c1ccco1 | 6.2 | 2.1 | 2.2 | 29.9 | -2.1 | 0.9 | -13.6 | 11.9 | 6.4 | -3.0

# Bioassay records deposited in PubChem by several laboratories.
